High-throughput results from PubChem.
m-calpain inh: inhibitors of pig calpain II, primary screen, biochemical, fluorogenic peptide substrate, 1536-well; purified calpain II, 30 min; inhibition, % at 16 µM; hit rate 0.37% among 220,000;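 active means inhibition above about 50%, limit read from the data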
TRPN1 ag: zebrafish TRPN1 channel agonists, primary screen, cell-based, HEK293, calcium fluorescence | HEK293 zebrafish TRPN1-YFP, Fluo-8 calcium fluorescence; 100% = response to 87 µM carbachol | activation, % at 3 µM | hit rate 0.18% among 220,000 | AID 1424, 2008;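 active means activation above its plate's cutoff, the mean activation of test wells on that plate plus 3 SD, cut at about 19% in these data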;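 further: 0% = DMSO alone and 100% = 87 µM carbachol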
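Assay system: Zebrafish TRPN1-YFP in HEK293 cells | Incubation: Dye loading 1 h at 37 °C, then 30 min room temperature | Measured by: Kinetic Fluo-8 fluorescence, ex 470-495, em 515-575 nm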
S1P4 antagonist: S1P4 receptor antagonists, primary screen, cell-based. Sphingosine 1-phosphate receptor 4 (Homo sapiens), O95977. S1P4-expressing cells, antagonist mode, reporter read-out. inhibition, % at 4.98 µM. hit rate 0.26% among 220,000. AID 1510, 2009; in the data active means inhibition above about 29%;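 further: 0% = wells stimulated with agonist and 100% = vehicle wells without agonist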
Target sequence (O95977 whole entry, looked up): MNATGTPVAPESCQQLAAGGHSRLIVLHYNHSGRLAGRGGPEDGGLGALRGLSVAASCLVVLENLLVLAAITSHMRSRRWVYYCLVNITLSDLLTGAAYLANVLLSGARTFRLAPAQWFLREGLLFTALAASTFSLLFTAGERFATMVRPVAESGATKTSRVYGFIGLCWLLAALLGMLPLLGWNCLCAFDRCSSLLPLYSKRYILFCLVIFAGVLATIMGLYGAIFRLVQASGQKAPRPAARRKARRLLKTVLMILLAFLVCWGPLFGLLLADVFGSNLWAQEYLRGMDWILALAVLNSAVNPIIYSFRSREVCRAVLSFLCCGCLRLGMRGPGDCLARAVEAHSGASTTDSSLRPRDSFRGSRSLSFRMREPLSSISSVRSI
Ba/F3 V617F tox: reduced viability of JAK2V617F-dependent Ba/F3 cells, primary screen, JAK2V617F inhibitor project, cell-based, Ba/F3 EpoR-JAK2V617F, luminescence. ATP luminescence. inhibition, % at 5.6 µM. hit rate 1.1% among 220,000;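 active means inhibition above the campaign mean plus 3 SD over all tested compounds, cut at about 24% in these data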;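 further: cytokine-independent growth of Ba/F3 cells driven by EpoR plus mutant JAK2; 0% = DMSO-treated cells and 100% = JAK inhibitor I control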
TRPML3 ag: human TRPML3 channel agonists, primary screen, cell-based, HEK293 TRPML3-YFP, Fluo-8 calcium fluorescence, 3 µM; AID 1448, 2008; hit rate 0.29% among 220,000; 100% = the carbachol control signal; activation, % at 3 µM; Mucolipin-3 (Homo sapiens), Q8TDD5;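 active means activation above its plate's cutoff, the mean activation of the plate's test wells plus 3 SD, cut at about 12% in these data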;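 further: 0% = DMSO only wells and 100% = carbachol wells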
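Test system – HEK293 line with stable expression of human TRPML3-YFP channel · Control set – carbachol 87 µM final as high control (100%), DMSO as low control (0%) · Signal – Fluo-8 calcium dye fluorescence, ex 470-495, em 515-575 nm · Incubation – 1-h 37 °C dye load, 5-s basal, 120-s post-compound reads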
PERK inhibitor: block of dimerizer-induced PERK translation repression, primary screen, PERK inhibitor project, CHO PERK-DD cells, SEAP luminescence, HTS. Eukaryotic translation initiation factor 2-alpha kinase 3 (Homo sapiens), Q9NZJ5. CHO PERK-DD fusion, SEAP luminescence translation reporter. inhibition, % at 5.6 µM. hit rate 0.17% among 220,000. AID 1416, 2008;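 active means inhibition above the mean inhibition of all tested compounds plus 3 SD, set separately per screening campaign, cut at about 2.9% in these data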;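 further: PERK kinase domain activated by AP20187 dimerizer at 100 nM; 0% = DMSO with dimerizer and 100% = rapamycin at 8.4 µM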
BaF3 parental: parental Ba/F3 cell viability inhibition, counter-screen for JAK2V617F inhibitor project, murine pro-B, CellTiter-Glo luminescence; AID 1486, 2009; CellTiter-Glo ATP luminescence; inhibition, % at 5.6 µM; hit rate 1.1% among 220,000;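 active means inhibition above a per-campaign cutoff, the mean inhibition of all tested compounds plus 3 SD, cut at about 27% in these data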;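 further: 0% = DMSO wells and 100% = JAK Inhibitor I control wells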
EP2 mod: EP2 receptor modulators, cAMP readout, primary screen, cell-based, HTRF cAMP, PGE2 stimulation; Prostaglandin E2 receptor EP2 subtype (Homo sapiens), P43116; EP2-expressing cells, cAMP HTRF FRET, PGE2 co-stimulation; induction, % at 25 µM; hit rate 0.83% among 260,000;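 active means compounds whose cAMP rise, as percent of the full-agonist control response, exceeds 60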;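 further: rat C6 glioma line stably carrying human EP2 under a CMV promoter; the protocol text gives 20 µM as final concentration; 100% = response of wells given 1 µM PGE2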
Target sequence (P43116 whole entry, looked up): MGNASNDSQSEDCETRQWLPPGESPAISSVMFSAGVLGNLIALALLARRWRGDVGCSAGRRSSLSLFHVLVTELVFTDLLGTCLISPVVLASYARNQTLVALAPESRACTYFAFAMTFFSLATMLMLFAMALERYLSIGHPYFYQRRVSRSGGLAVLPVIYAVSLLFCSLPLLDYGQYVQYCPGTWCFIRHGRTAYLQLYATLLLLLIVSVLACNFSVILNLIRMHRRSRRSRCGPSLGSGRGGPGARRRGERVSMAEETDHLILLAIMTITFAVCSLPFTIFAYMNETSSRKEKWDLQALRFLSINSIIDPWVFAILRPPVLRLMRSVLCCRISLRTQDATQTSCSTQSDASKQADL
S1P4 ag: S1P4 receptor agonists, primary screen, cell-based; Sphingosine 1-phosphate receptor 4 (Homo sapiens), O95977; S1P4-expressing cell line, agonist reporter assay; activation, % at 4.98 µM; hit rate 0.35% among 220,000; AID 1509, 2009; in the data active means activation above about 11%;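 further: 0% = DMSO vehicle and 100% = reference agonist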
* = called active by the depositor; / = not tested or not shown; & = joins results of further samples.

SMILES	m-calpain inh	TRPN1 ag	S1P4 antagonist	Ba/F3 V617F tox	TRPML3 ag	PERK inhibitor	BaF3 parental	EP2 mod	S1P4 ag
O=[N+]([O-])c1ccc(O)c(C2=NNC(c3ccccc3F)C2)c1 (stereo not given)	-5	11	-9	0	4.7	-0.6	5	-51	0.2
Cc1ccc2c(c1)-c1c(ssc1=S)C(C)(C)N2C(=O)CN1C(=O)c2ccccc2C1=O	-66	-1.1	-5	-3	0.0	0.6	0	6	1.3
O=C(O)c1sc2cc(C(F)(F)F)cnc2c1-c1ccccn1	0	-0.8	-15	2	0.7	0.4	6	-3	1.5
Cc1sc2nc(CN(C(=O)NC3CCCCC3)C3CCCCC3)[nH]c(=O)c2c1C	-26	1.1	5	1	1.3	0.3	4	60	1.8
CCc1sc(N(C(=O)Cc2ccccc2)c2ccc(F)cc2)nc1-c1ccccc1	16	-0.8	-1	-2	0.5	1.0	1	3	0.7
C[C@@H](C(=O)NCCc1c[nH]c2ccccc12)[C@@H]1C[C@@]1(C)[C@@H](NC(=O)OCc1ccccc1)c1ccccc1	-66	1.4	5	-1	0.0	0.5	6	23	1.3
COc1cc(N2C(=O)c3ccccc3C2=O)c(Cl)cc1C(=O)OCC(=O)N1CCOCC1	1	0.3	-13	-1	-0.1	1.3	0	-8	0.1
Cc1cc(/C=N/O)c(C)n1-c1ccccc1	8	-0.5	6	1	0.1	0.1	4	-12	0.5
S=C(NCC1CCCO1)N1CCN(c2ccccc2)CC1 (stereo not given)	13	0.0	-2	3	0.6	0.4	1	-24&3	2.5
CCCCS(=O)(=O)NC1=NCN(Cc2ccco2)CN1	10	1.3	-8	3	-0.2	0.9	-1	23	-1.5
COc1ccc(NC(C)=O)cc1NC(=O)CN1CCN(C(=O)c2ccco2)CC1	-13	-0.2	-17	-1	1.1	0.7	4	-3	-0.3
Cc1cccc(NC(=O)C2(c3cccs3)CCOCC2)c1	19	0.3	-24	0	-0.1	-0.3	4	17	-0.7
Cc1ccc(C(=O)OCc2nnc(-c3ccc(Br)cc3)o2)cc1	0	0.1	-6	3	0.8	0.1	4	-67	0.6
CC/C(=N/NS(=O)(=O)c1ccc(Cl)cc1)c1ccc(O)cc1	5	-0.4	-23	-1	0.3	0.5	4	2	1.2
Cc1ccccc1-c1nn(-c2ccc(F)cc2F)cc1CNCCCO	-19	0.1	-8	-3	0.8	0.7	4	-40	0.9
CC1CC(=O)c2cnc(N3CCOCC3)nc2C1 (stereo not given)	-15	-0.1	-14	1	0.1	-0.4	8	33	3.4
CCO[C@H]1OC(C(=O)N2CCOCC2)=C[C@@H](c2ccc(Br)cc2)[C@@H]1CCCO	-11	-1.5	-13	-1	0.1	0.5	-1	25	0.6
CCCCC(=NCCO)C1=C(O)C(C(=O)OC)C(C)(C)CC1=O (stereo not given)	-16	0.7	-23	-1	0.5	-0.3	-2	37	0.6
CCOC(=O)c1cnn(-c2ncnc3c2cnn3C)c1N	0	0.7	-9	-3	0.6	1.6	0	5	-0.7
CCOc1ccc(Nc2nc3c(c(=O)[nH]2)CCCC3)cc1	-11	0.9	-3	-3	-0.1	-0.1	1	6	0.4
Cc1c(N2C(=O)CS/C2=N\N=C\c2ccccc2O)c(=O)n(-c2ccccc2)n1C	-12	1.1	-18	-2	0.2	1.1	6	-2	0.4
O=C(O)COc1nsnc1N1CCOCC1	-9	0.1	7	-2	-0.3	3.0*	2	27	-0.4
Cc1nn(CC(=O)Nc2nccs2)c(C)c1[N+](=O)[O-]	-4	2.4	-4	-1	0.3	-0.1	3	15	2.0
O=C(Nc1ccc(-c2nnc3n2CCCCC3)cc1)c1cnccn1	-27	-0.7	-20	-2	0.8	0.2	5	17	-0.8
Brc1cccc(-c2cnc3n2CCCCC3)c1	9	3.0	-4	-2	1.8	1.1	0	0	-0.3
CC1CCCN(c2ccc(C(=O)OCn3nnc4ccccc4c3=O)cc2[N+](=O)[O-])C1 (stereo not given)	39	0.5	-8	6	0.5	0.8	11	15	-1.4
O=C(c1ccccn1)N1N=C2/C(=C/c3ccccc3)CCCC2C1c1ccccc1 (stereo not given)	-6	-1.5	5	-3	0.1	-0.3	1	53	1.0
COc1cccc(NC(=O)NC(C)C2CC3CCC2C3)c1 (stereo not given)	32	2.1	-15	4	0.6	0.0	9	-42	-1.5
Nc1ccc(Cc2ccccn2)cc1	-17	0.7	-14	-3	0.0	0.6	8	20	1.9
CCCCOc1ccc(/C(O)=C2/C(=O)C(=O)N(CCCOC)C2c2ccncc2)cc1C (stereo not given)	-20	0.2	-6	1	0.0	0.2	5	40	2.8

Quoted at random: 5 compounds from above.
SMILES	m-calpain inh	TRPN1 ag	S1P4 antagonist	Ba/F3 V617F tox	TRPML3 ag	PERK inhibitor	BaF3 parental	EP2 mod	S1P4 ag
CC1CCCN(c2ccc(C(=O)OCn3nnc4ccccc4c3=O)cc2[N+](=O)[O-])C1 (stereo not given)	39	0.5	-8	6	0.5	0.8	11	15	-1.4
CCO[C@H]1OC(C(=O)N2CCOCC2)=C[C@@H](c2ccc(Br)cc2)[C@@H]1CCCO	-11	-1.5	-13	-1	0.1	0.5	-1	25	0.6
O=C(Nc1ccc(-c2nnc3n2CCCCC3)cc1)c1cnccn1	-27	-0.7	-20	-2	0.8	0.2	5	17	-0.8
O=C(c1ccccn1)N1N=C2/C(=C/c3ccccc3)CCCC2C1c1ccccc1 (stereo not given)	-6	-1.5	5	-3	0.1	-0.3	1	53	1.0
CCCCOc1ccc(/C(O)=C2/C(=O)C(=O)N(CCCOC)C2c2ccncc2)cc1C (stereo not given)	-20	0.2	-6	1	0.0	0.2	5	40	2.8

Following part
SMILES	m-calpain inh	TRPN1 ag	S1P4 antagonist	Ba/F3 V617F tox	TRPML3 ag	PERK inhibitor	BaF3 parental	EP2 mod	S1P4 ag
Cc1ccc(C(=O)Nc2cccc(N(C)S(C)(=O)=O)c2)cc1S(=O)(=O)Nc1ccccc1	-11	1.3	-22	3	-0.6	-0.1	6	-31	0.3
COCCn1nnnc1C(c1cccs1)N1CCN(c2cccc(C(F)(F)F)c2)CC1 (stereo not given)	-3	-0.4	19	3	0.0	-0.7	4	14	0.5
CCOc1ccc(CC(=O)NNC(=S)NC2CCCCC2)cc1OCC	-8	1.2	-5	0	0.2	-0.1	10	40	-1.4
CN(C)c1ccc(/C=N\NC(=O)c2ccc(Cn3cc(Cl)cn3)cc2)cc1	-55	-2.1	5	-3	0.5	-0.5	1	-55	0.5
CNC(=S)NNc1nncc2ccccc12	3	1.5	10	-1	0.4	0.4	1	-4	-0.3
Cc1ccccc1NC(=O)C1C2CC/C=C\CCC21 (stereo not given)	-7	-1.0	-13	-6	0.8	-0.1	-3	-45	0.9
O=C(Nc1nnc(-c2ccccc2F)s1)C1CCN(S(=O)(=O)c2ccc(Cl)cc2)CC1	18	2.9	-10	-2	1.1	0.8	4	15	0.1
N#CC(C#N)=C1C=C2C=C(N3CCCCCC3)CCC2CC1 (stereo not given)	8	891*	2	2	366*	0.2	6	-7	0.2
Cc1ccccc1C(=O)OCCN(C)Cc1ccccc1	-15	-1.4	-6	5	-0.7	0.1	7	29	-0.2
O=C(c1ccc(Cl)c(S(=O)(=O)N2CCCCCC2)c1)N1CCCC1	-12	5.1	-1	-3	1.2	-1.5	-4	-21	1.1
O=C(c1ccccc1NS(=O)(=O)c1cccc2cccnc12)N1CCOCC1	-4	0.2	-15	-1	0.8	0.3	5	-7	0.6
Cc1c(-c2ccc(Br)cc2)nc2ccccn12	-38	-3.3	0	-2	-1.2	0.4	1	-1	-2.6
Cc1nc2ccc(NC(=O)c3cccs3)cc2c(=O)n1Cc1ccc(Cl)cc1	13	6.0	-30	4	2.6	-1.0	3	-10	-0.3
COc1ccc(OC)c(C(=O)CSc2nnc(-c3cccs3)o2)c1	-485	0.8	-20	2	0.2	-0.2	3	0&13	-1.4
Cc1cc2nnc(SCC(=O)N(C)C3CCS(=O)(=O)C3)n2c2ccccc12 (stereo not given)	-7	1.2	-14	4	0.4	1.1	6	5	-2.1
CCC1(CC)Cc2ccccc2C(Nc2c(C)n(C)n(-c3ccccc3)c2=O)=N1	6	-1.1	-20	-3	-0.3	-1.1	2	-6	2.0
C=CCn1c(SCc2nc3cc(C(=O)OC)ccc3c(=O)[nH]2)nc2sc(CC)cc2c1=O	-98	-0.4	-20	-2	0.6	0.1	2	3	-0.6
O=C(/C=C/c1ccco1)Oc1cccc2cccnc12	-1	-1.3	6	-4	0.6	1.2	-1	-12	-0.1
CS(=O)(=O)c1ccc(Cl)c(NC(=O)COC(=O)c2c(Cl)cccc2Cl)c1	12	1.3	21	-1	-0.2	0.0	-2	-11	-3.0
CC(C)CC(=O)/C=C/n1c(=S)oc2ccccc21	7	-0.2	3	-7	0.4	1.0	4	-15	0.3
CCNC(=O)NC(=O)C(C)OC(=O)c1cccn1C (stereo not given)	-6	0.8	-3	2	0.6	-0.4	6	-1	1.6
CCOC(=O)C1CCN(C2=C(NS(=O)(=O)c3ccc(Cl)cc3)C(=O)c3ccccc3C2=O)CC1	-18	-4.4	10	2	-2.0	-1.3	0	-21	0.1
CC(=O)Nc1ccc(Nc2ncnc3ccccc23)cc1	-11	2.3	-16	-3	0.8	0.6	-3	13	0.4
O=C(CCC1CCCN(C(=O)c2ccc3c(c2)OCO3)C1)N1CCN(c2ccccn2)CC1 (stereo not given)	-6	3.0	8	2	0.9	-0.1	4	-49	1.5
CS(=O)(=O)Nc1ccc2c3c(cccc13)CC2	/	-2.2	-3	-5	-0.7	0.9	-2	/	1.5
O=C(CSc1nc2c(c(=O)n1-c1ccc(F)cc1)SCC2)N1CCCC1	2	-1.0	-18	-1	0.2	-0.8	1	1	4.7

Three of these compounds in a different format:
Molecule | m-calpain inh | TRPN1 ag | S1P4 antagonist | Ba/F3 V617F tox | TRPML3 ag | PERK inhibitor | BaF3 parental | EP2 mod | S1P4 ag
CCc1sc(N(C(=O)Cc2ccccc2)c2ccc(F)cc2)nc1-c1ccccc1 | 16 | -0.8 | -1 | -2 | 0.5 | 1.0 | 1 | 3 | 0.7
C[C@@H](C(=O)NCCc1c[nH]c2ccccc12)[C@@H]1C[C@@]1(C)[C@@H](NC(=O)OCc1ccccc1)c1ccccc1 | -66 | 1.4 | 5 | -1 | 0.0 | 0.5 | 6 | 23 | 1.3
COc1cc(N2C(=O)c3ccccc3C2=O)c(Cl)cc1C(=O)OCC(=O)N1CCOCC1 | 1 | 0.3 | -13 | -1 | -0.1 | 1.3 | 0 | -8 | 0.1
